MPTP block: mitochondrial permeability transition pore inhibitors, primary screen, biochemical, isolated mouse mitochondria, absorbance; AID 602449, 2012; 360,000 tested, 1.4% active; Ca2+ swelling absorbance, 30 min; inhibition, % at 10 µM;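 active means inhibition of 50% or more, scaled per plate between neutral and stimulator controls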;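 further: 0% = DMSO wells given calcium and 100% = 1 mM EGTA wells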
SENP8 block: human SENP8 protease inhibitors, primary screen, biochemical, fluorescence, Nedd8 protein substrate, uHTS | Sentrin-specific protease 8 (Homo sapiens), Q96LD8 | recombinant SENP8 | inhibition, % at 20 µM | 360,000 tested, 0.64% active | AID 602440, 2012; in the data active means inhibition mostly above about 40%, no sharp cut-off; inactive means mostly below about 27%
Target sequence (Q96LD8 whole entry, looked up): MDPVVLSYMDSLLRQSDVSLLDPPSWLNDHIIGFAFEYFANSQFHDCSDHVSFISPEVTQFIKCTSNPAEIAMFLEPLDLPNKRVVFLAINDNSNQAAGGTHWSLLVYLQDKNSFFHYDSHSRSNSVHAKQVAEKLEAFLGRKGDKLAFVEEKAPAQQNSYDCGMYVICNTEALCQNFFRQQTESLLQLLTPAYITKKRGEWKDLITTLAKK
Active calls of the source: *; i = inactive. This is a subset; count on the stated rates, not on these rows.

Results follow in this order: MPTP block, SENP8 block
> C[C@H]([C@@H](O)[C@@H](O)[C@@H](C)C(C)(C)C)[C@H]1CC[C@H]2C3CC[C@H]4C[C@H](OS(=O)(=O)O)[C@@H](OS(=O)(=O)O)C[C@]4(C)[C@H]3CC[C@]12C (some centres not stated)
 : -1.3, 17
> CSc1ccccc1NC(=O)C1(C)CCN1C(=O)Cc1ccc(-c2ccccc2)cc1 (configuration not stated)
 : -0.5, 34
> COc1cc(CCN(C(=O)c2cccc(S(C)(=O)=O)c2)C(CCc2ccccc2)c2nc3ccccc3[nH]2)cc(OC)c1 (configuration not stated)
 : 0.2, 21
> CCOC(=O)[C@]12CCC=C1N(Cc1ccc3c(c1)OCO3)C(=O)[C@H](CC(=O)NCCC(C)C)C2
 : 1.0, 4
> CC1(C(=O)NS(=O)(=O)c2ccccc2Cl)CCN1C(=O)CC1CC1 (configuration not stated)
 : -0.2, 18
> CCc1nc2c(OCC(=O)C(C)(C)C)cccn2c1N(C)C(=O)c1ccccc1F
 : -0.6, -2
> Clc1cccc(Cc2c(C3CCCCC3)nc3ccc(Cl)cn23)c1
 : 0.7, -54
> CCC(C)CN1C(=O)CSCC1(C)C(=O)NC(C)C (configuration not stated)
 : -0.4, 18
> CCCCN1C(=O)C(=O)NC[C@H]1Cc1cccc2ccccc12
 : -0.8, 2
> COc1cccc(-c2cnc(C(O)c3ccc(Cl)cc3)[nH]2)c1 (configuration not stated)
 : 0.8, 13
> FC(F)(F)c1ccccc1Cc1c(-c2ccc(Cl)cc2)nc2c3ccccc3ccn12
 : 4.3, -266
> OCCNc1ncnc2c1ncn2[C@H]1CN(Cc2ccncc2)C[C@@H](CO)O1
 : -2.8, 11
> Cc1ccc(S(=O)(=O)NCc2ccccc2NS(=O)(=O)c2ccc(C)cc2)cc1
 : 0.7, 12
> O=C1NC[C@@H](CCCCN2CCN(CCc3ccccc3)C(=O)C2=O)N(Cc2ccccc2)C1=O
 : -1.1, 12
> CS(=O)(=O)c1ccc(Nc2nc(C(N)Cc3ccc(F)cc3)cs2)cc1 (configuration not stated)
 : 12, -184
> Cc1cccc(C)c1NC(=O)C1(C)CN(S(C)(=O)=O)CC(=O)N1CCOc1ccccc1 (configuration not stated)
 : 0.5, 13
> CC1=C(C(=O)N(C(C)C)C(C)C)CC(CC(=O)NCCN2CCOCC2)C(=O)N1Cc1ccc(F)cc1 (configuration not stated)
 : 0.6, 9
> N#Cc1ccc(-c2nc3c(Cl)cc(C(F)(F)F)cn3c2Cc2ccsc2)cc1
 : -0.2, -382
> OC[C@@H]1CN(Cc2ccncc2)C[C@H](n2cnc3c(NCc4ccncc4)ncnc32)O1
 : -0.3, -5
> COCCNC(=O)C1(C)CCCN(C(=O)c2cccc3ccccc23)C1 (configuration not stated)
 : 2.7, 11
> Cn1c(=O)ccc2ccccc21
 : -1.5, -1
> CN(C)c1ccc(CNC(=O)/C=C/[C@H]2O[C@@H](n3cnc4c(NC(=O)c5ccccc5)ncnc43)[C@H](O)[C@@H]2O)cc1
 : -0.7, 18
> O=c1[nH][nH]c2c1[C@H](CCc1cccc(Cl)c1)O[C@H](CCc1ccccc1)C2
 : 4.9, 17
> Cc1ccc(S(=O)(=O)NC(=O)C2(C)CCN2C(=O)Cc2ccc(Cl)cc2Cl)cc1 (configuration not stated)
 : 0.7, 9
> COC(=O)[C@@]12C[C@@H](CC(=O)N3CCOCC3)C(=O)N(Cc3cccc4ccccc34)C1=CCC(C)(C)C2
 : 1.7, 6
> O=C(C[C@H]1CC[C@@H]2[C@H](COC[C@H](O)CN2Cc2cccc(C(F)(F)F)c2)O1)NCCc1ccccc1
 : 2.2, -2
> CCOc1cccc(-c2cc(N3CCN(CCO)CC3)n3nccc3n2)c1
 : 1.3, i
> Cc1[nH]c2ccccc2c1C(=O)c1cc(Cc2ccccc2)sc1N
 : 0.5, -27
> CN(C)c1ncnc2c1ncn2[C@H]1CN(Cc2ccccc2)C[C@@H](CO)O1
 : 1.1, 12
> COc1cc(NC(=O)N2CCc3nc(Nc4cc(Cl)cc(Cl)c4)ncc3C2)cc(OC)c1OC
 : -0.1, -71
> CCOc1ccc(-c2cc(C(=O)NCCOC)[nH]n2)c(C)c1
 : -0.8, 6
> CC(=O)OC[C@@H]1CN(Cc2ccccc2)C[C@H](n2cnc3c(NC4CCCC4)ncnc32)O1
 : -0.5, -6
> O=C1Nc2ccccc2N=C(c2ccc3c(c2)OCO3)C1N(C(=O)c1ccnc2ccccc12)c1ccccc1 (configuration not stated)
 : 0.6, -26
> O=C(c1cccc(Cl)c1)N1CCN(c2ccc3c(c2)C2CC3CCN2C(=O)OCc2ccccc2)CC1 (configuration not stated)
 : -0.6, 22
> CC(C)C1Cc2[nH]c(=S)[nH]c(=O)c2C(c2ccc(Cl)cc2)O1 (configuration not stated)
 : 0.0, 21
> O=C(NCc1cccnc1)c1cc(C2CCCN(S(=O)(=O)c3cccs3)C2)on1 (configuration not stated)
 : -1.2, 1
> COc1ccc(NC(=O)N[C@H]2CC[C@@H](CC(=O)NC3CCC3)O[C@@H]2CO)cc1
 : -1.7, 23
> COC(=O)[C@]12CCCCC=C1N(CCc1ccc(OC)c(OC)c1)C(=O)[C@H](CC(=O)NCCCCc1ccccc1)C2
 : -1.1, 23
> CC1(C(=O)O)CCCN(C(=O)c2ccc(F)cc2Cl)C1 (configuration not stated)
 : 0.4, 10
> CC(C)c1ccc(CC(=O)N2CCC2(C)C(=O)NS(=O)(=O)c2ccc(F)cc2F)cc1 (configuration not stated)
 : -1.0, 13
> C[C@@H](NC(=O)[C@@H]1CCCN1C(=O)[C@@H]1CCCN1C(=O)c1ccc(Cl)cc1)c1ccccc1
 : -1.5, 10
> O=C(Nc1ccccc1)c1cc(C2COCCN2C(=O)c2cccs2)on1 (configuration not stated)
 : 0.1, 8
> CC(=O)Nc1ccc(NCCc2cccs2)cc1
 : 0.2, 2
> COc1ccc(NC(=O)c2sc(=O)n(Cc3ccc4ccccc4c3)c2C)cc1OC
 : -1.3, 6
> C[C@@H]1CN([C@H](C)CO)C(=O)CCCn2cc(nn2)CO[C@H]1CN(C)C(=O)C1CCCCC1
 : 1.2, 11
> Nc1ccn([C@@H]2O[C@H](C(=O)N3CCN(Cc4ccccn4)CC3)[C@@H](O)[C@H]2O)c(=O)n1
 : -1.0, 4
> CCc1ccc2c(c1)NC(=O)C2(C)Cc1ccc(C(F)(F)F)o1 (configuration not stated)
 : 0.5, -4
> Cc1cccc(C)c1N1C(=O)c2ccccc2NC(=O)C1C(=O)NCc1ccco1 (configuration not stated)
 : 7.1, -48
> Cn1c(Nc2ccc(Cl)cc2F)nc2cc(-c3ccccc3)sc2c1=O
 : 1.9, -67
> CC1(C(=O)NS(=O)(=O)Cc2ccccc2)CCN1C(=O)Cc1ccc(-c2ccccc2)cc1 (configuration not stated)
 : -0.6, 6
> O=S1(=O)CC(N2CCN(CCO)CC2)CN1Cc1cn(Cc2ccccc2)nn1 (configuration not stated)
 : -1.0, 12
> COC(=O)c1ccc(Cn2c(C)c(C(=O)NCc3ccc(C#N)cc3)sc2=O)o1
 : -0.5, 8
> Cc1cc2nc(C(C)(C)C)c(CC3CCCCC3)n2c(C)c1Br
 : 4.9, 1
> CCOC1CCCc2oc(-c3ccc(OC)cc3)c(C#CCCO)c21 (configuration not stated)
 : 0.7, -281
> COc1ccc(-c2nc3ccc(Br)cn3c2Cc2ccc(C)cc2)cc1OC
 : 0.1, -67
> COc1cccc(-c2cccc3c2NC(=O)C3(C)Cc2ccccc2F)c1 (configuration not stated)
 : 1.2, 23
> COc1ccc(OC)c(NC(=O)c2cc(-c3cc(F)ccc3OCC3CCCO3)n[nH]2)c1 (configuration not stated)
 : 1.6, -7
> Cc1ccc(F)cc1C(=O)N1CCC1(C)C(=O)O (configuration not stated)
 : -0.5, 20
> CC(=O)Nc1ccc(-c2ccnc3c2CC(C)(C(=O)NC(C)C)O3)cc1 (configuration not stated)
 : -0.1, 4
> CCc1nc2c(OCC(=O)N3CCOCC3)cccn2c1N(C=O)Cc1ccccc1
 : -1.2, -7

Next results follow.
Results follow in this order: MPTP block, SENP8 block
> O=C(Nc1ccc(F)c(Cl)c1)c1cc(C2CCCN(C(=O)c3cccs3)C2)on1 (configuration not stated)
 : 0.6, 4
> CC1(C(=O)N2Cc3ccccc3C2)CCN1C(=O)C1(c2ccc(Cl)cc2)CC1 (configuration not stated)
 : 0.3, 1
> CCN(C)C1CN(Cc2cn(Cc3ccc(C)cc3)nn2)S(=O)(=O)C1 (configuration not stated)
 : -1.6, 12
> CCc1c(-c2cccc(OC)c2)ncn1Cc1cccc(-c2ccccc2)c1
 : -0.2, 8
> COc1ccc(C(c2nnnn2-c2c(C)cccc2C)N2CCN(C/C=C/c3ccccc3)CC2)cc1 (configuration not stated)
 : -1.9, 20
> COc1cccc(-c2ccc(CN3C(C(C)C)C(=O)N(Cc4cn(CCC5OCCO5)nn4)CCS3(=O)=O)cc2)c1OC (configuration not stated)
 : -0.2, 22
> COc1ccc(NC(=O)c2cc(C3CCCCN3C(=O)OCCF)on2)c(C)c1 (configuration not stated)
 : 0.5, 21
> CC(C)C[C@H]1CN(CCCC[C@@H]2CNC(=O)C(=O)N2CCc2ccccc2)C(=O)C(=O)N1Cc1ccccc1
 : -2.0, 12
> CC(C)(C)C(c1nc2ccccc2[nH]1)n1c(-c2ccco2)nc2ccccc21 (configuration not stated)
 : 6.2, -81
> CC1(C(=O)NS(=O)(=O)C2CC2)CCN(C(=O)c2ccc3ccccc3n2)C1 (configuration not stated)
 : 0.6, 25
> COc1ccc(C(O)c2ncc(-c3cccc4ccccc34)[nH]2)cc1F (configuration not stated)
 : 0.4, -291
> CC[C@H](C)/C=C(C)/C=C/c1cc2c(cn1)C(=O)[C@@](C)(OC(C)=O)C(O)=C2Cl
 : 0.0, -185
> CN(C)CCCNc1nc2cc(-c3cnn(C)c3)sc2c(=O)n1C
 : 0.1, -50
> COc1ccc(OC)c(NC(=O)Nc2nc(C(N)C(C)C)cs2)c1 (configuration not stated)
 : 0.9, 34
> C=CCOc1ccc(Cl)cc1-c1noc(-c2csc([C@H]3C[C@H](O)[C@@H](CO)O3)n2)n1
 : 0.9, 3
> CC(N)c1csc(Nc2ccc(C(=O)NCCCO)cn2)n1 (configuration not stated)
 : 0.1, -51
> O=CNc1cc(-c2cccc(F)c2)cn2c(-c3ccc(F)c(Cl)c3)cnc12
 : -0.6, -368
> CC1(C(=O)NS(=O)(=O)C2CC2)CCCN(C(=O)c2ccc3c(c2)OCO3)C1 (configuration not stated)
 : -0.7, 10
> O=C1NC(O)CCN1C1CC(O)C(CO)O1 (configuration not stated)
 : 0.2, 6
> O=C(c1ccco1)N1CCN(C2CN(Cc3ccccc3)S(=O)(=O)C2)CC1 (configuration not stated)
 : -0.6, 11
> Cc1ccc(S(=O)(=O)N2C[C@@]3(O)Cn4c(=O)ccc(=O)n4C[C@@]3(OC(=O)NCc3ccccc3F)C2)cc1
 : -0.5, 6
> O=C(Nc1cccc(S(=O)(=O)N2CCCC2)c1)[C@H]1C[C@H](O)[C@@H](CO)O1
 : 0.5, 26
> Cc1ccc(F)c(S(=O)(=O)NC(=O)C2(C)CCN2C(=O)COc2ccc(Cl)cc2)c1 (configuration not stated)
 : 0.7, 19
> Cc1cccnc1C(NC(=O)C1CCN(CCCc2ccccc2)CC1)c1ccc(F)cc1 (configuration not stated)
 : 0.1, 10
> COc1ccc(C(N)c2csc(NC(=O)Nc3cccc(C(F)(F)F)c3)n2)cc1 (configuration not stated)
 : 0.9, 12
> COc1cccc(C(C(=O)NCc2ccccc2)N2CCN(CCN3CCOCC3)CC2)c1OC (configuration not stated)
 : -0.7, 16
> CN1CCC(C)(C(=O)Nc2ccc3c(c2)OCCO3)C1 (configuration not stated)
 : -0.6, 20
> COc1ccc(N2C(=O)c3ccccc3NC(=O)C2C(=O)NCCc2ccccc2F)cc1 (configuration not stated)
 : 1.9, -24
> O=C(Nc1cccnc1)C1Cc2c(-c3ccc4c(c3)OCO4)ccnc2O1 (configuration not stated)
 : 0.8, -90
> CCNC(=O)N(C)c1c(CC)nc2ccc(C(=O)Nc3cccc(OCC(=O)N(C)C)c3)cn12
 : 0.1, -4
> CC1(C(=O)O)CCN1C(=O)c1ccccc1F (configuration not stated)
 : -0.3, -6
> Cc1cc(Cl)ccc1C(O)c1ncc(-c2cccc(F)c2)[nH]1 (configuration not stated)
 : 3.1, 12
> COC(=O)c1ccc2nc(-c3ccccc3)c(Cc3ccccc3OC)n2c1
 : 1.9, -356
> OC[C@H]1O[C@@H](c2nc3ccc(-c4nc(-c5ccc(Br)cc5)no4)cc3[nH]2)C[C@@H]1O
 : 0.8, -15
> Cc1ccc(-c2cnc(C(O)c3cc(Cl)cc(Cl)c3)[nH]2)cc1 (configuration not stated)
 : 15, 2
> COc1ccc(S(=O)(=O)N2CCC[C@@H]2C(=O)N2CCC[C@H]2C(=O)NCc2ccncc2)cc1C
 : -1.2, 24
> Cc1cccc(CNC(=O)Nc2nnc([C@H]3C[C@H](O)[C@@H](CO)O3)s2)c1
 : -1.2, 17
> COc1cccc(C(=O)C(=O)N2CCN(C(=O)OCc3ccccc3)CC2)c1
 : -0.7, 24
> CC1(Cc2cc(Cl)ccc2C(F)(F)F)C(=O)Nc2cc(C(F)(F)F)ccc21 (configuration not stated)
 : 4.1, -4

Assay outcomes as filed in PubChem BioAssay.
